# Compound activity from PubChem BioAssay.
# EWS-Fli block: EWS/Fli-driven NR0B1 reporter inhibitors, primary screen, A673 cells, NR0B1 luciferase, luminescence, MLPCN library; 350,000 compounds, 0.67% hits; inhibition, % at 12.6 µM; AID 651661, 2012; viability-normalised;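 active = mean inhibition of at least 50% after viability correction, with every replicate also passing that limit; inconclusive = mean reaches 50% but only one of two replicates passes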;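 note: firefly luciferase signal divided by Alamar Blue viability fluorescence both relative to DMSO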
# PAX8 inh HTS: inhibitors of PAX8-driven TPO luciferase reporter, primary screen, RMG-I cells, single concentration | SteadyGlo, 24 h | inhibition, % at 12.6 µM | 360,000 compounds, 1.2% hits | AID 652154, 2013;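 active = mean replicate inhibition at least 60% with every replicate also reaching 60%; inconclusive = only one of the two criteria is met; inactive = mean below 60% and not all replicates reaching 60%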;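 note: luciferase light reporting Pax8 driven TPO promoter activity; plate controls were median of neutral control wells for no effect and mitoxantrone controls for full effect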
# SIRT5 block: SIRT5 desuccinylase inhibitors, primary screen, biochemical, fluorescence imaging, single point, set 5; NAD-dependent protein deacylase sirtuin-5, mitochondrial (Homo sapiens), Q9NXA8; Purified SirT5, succinyl-peptide AMC, trypsin-coupled fluorescence; inhibition, % at 15 µM; 330,000 compounds, 1.1% hits; in the data active = inhibition above about 15%; inconclusive = no clear call, values can overlap the other calls
# Target sequence (Q9NXA8 whole entry, looked up): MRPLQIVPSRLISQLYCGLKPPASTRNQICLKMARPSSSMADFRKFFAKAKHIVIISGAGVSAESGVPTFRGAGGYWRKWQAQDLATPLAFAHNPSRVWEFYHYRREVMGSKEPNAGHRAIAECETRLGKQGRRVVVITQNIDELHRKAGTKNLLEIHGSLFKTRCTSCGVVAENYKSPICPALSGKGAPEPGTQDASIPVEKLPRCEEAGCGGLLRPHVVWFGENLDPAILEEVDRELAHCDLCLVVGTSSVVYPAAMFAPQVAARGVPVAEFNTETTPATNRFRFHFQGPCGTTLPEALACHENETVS
# ARNT TACC3 PPI: disruptors of ARNT/TACC3 protein interaction, primary screen, biochemical, AlphaScreen, single concentration. Transforming acidic coiled-coil-containing protein 3 (Homo sapiens), Q9Y6A5. AlphaScreen His-ARNT PAS-B/GST-TACC3 binding, luminescence; TACC3 fragment carries E629A point mutation. inhibition, % at 9.99 µM. 390,000 compounds, 0.66% hits;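 active = mean inhibition of replicates at least 50% and at least half of replicates each reaching 50%; inconclusive = half or more replicates reach 50% but mean below 50%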;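 note: 0% = complete ARNT plus TACC3 wells and 100% = ARNT alone without TACC3; many hits fall short of the cut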
# LGR2 inh: inhibitors of bursicon-induced LGR2 CRE-luciferase signal, primary screen, cell-based, HEK293, CRE-luciferase reporter, bursicon stimulation | Drosophila bursicon receptor LGR2 (rickets) | bursicon-stimulated, 4 h | inhibition, % at 9.99 µM | 380,000 compounds, 0.35% hits | AID 720647, 2013;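 active = drop in luminescence signal, shown as inhibition above about 50% in the replicate tests, limit read from the data, passing the limit was not always enough; inconclusive = probably only some replicates passing the limit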;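 note: agonist challenge used bursicon conditioned medium at about half maximal strength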
# DENV2 CPE: inhibitors of DENV2 cytopathic effect, primary screen, cell-based, plate reader, single concentration; DENV2-infected cells, cytopathic effect rescue; CPE inhibition, % at 9.99 µM; 350,000 compounds, 1.7% hits; AID 651640, 2012; in the data active = CPE inhibition above about 20%, passing the limit was not always enough; inconclusive = no clear call, values can overlap the other calls; tested in BHK-21 cells;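 note: 0% = median of neutral control wells and 100% = median of positive control wells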
# Casp6 inh: human caspase-6 inhibitors, primary screen, biochemical, VEID-R110 fluorescence, single point, set 2; purified caspase-6, Z-VEID-R110 cleavage fluorescence; inhibition, % at 12.5 µM; 350,000 compounds, 0.53% hits; AID 686996, 2013;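 active = mean inhibition across replicates at least about 35%, with every replicate also reaching that limit, limit read from the data; inconclusive = only one of the two criteria met; inactive = neither criterion met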;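 note: 0% = median of neutral control wells and 100% = no fluorescence left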
# Target sequence (P55212 24-179 limits assumed): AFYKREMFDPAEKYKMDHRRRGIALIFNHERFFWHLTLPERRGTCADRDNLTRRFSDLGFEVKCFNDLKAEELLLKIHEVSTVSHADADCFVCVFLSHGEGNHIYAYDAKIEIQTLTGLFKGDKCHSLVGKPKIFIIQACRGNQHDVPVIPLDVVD
# Target sequence (P55212 194-293 limits assumed): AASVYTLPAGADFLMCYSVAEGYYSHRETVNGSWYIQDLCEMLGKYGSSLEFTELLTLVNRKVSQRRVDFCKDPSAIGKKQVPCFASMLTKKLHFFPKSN
# Starred values were filed as active, the others as inactive; ? = inconclusive; . = not tested or not shown; & = joins results of further samples.
canonical_smiles	EWS-Fli block	ARNT TACC3 PPI	DENV2 CPE	LGR2 inh	SIRT5 block	Casp6 inh	PAX8 inh HTS
OCC1(Cc2cccc(C(F)(F)F)c2)CCN(Cc2cc3ccccc3o2)CC1	2.9	.	5.8	14.8	-4.8	-2.9	1.7
CN1C(=O)c2cc(NC(=O)Nc3ccc(Cl)cc3)ccc2OC[C@H]2O[C@H](CC(=O)O)CC[C@H]21	-11.1	-9.2	3.4	4.0	-0.8	-2.1	4.1
O=C(NCC(c1ccco1)N1CCN(c2ccccc2F)CC1)OCc1ccccc1 (configuration not stated)	5.7	-0.6	-17.4	-1.0	-7.0	0.9	4.3
COC(=O)c1c2oc(c1C(=O)OC)C(=O)N(C)Cc1cn(nn1)C[C@@H](C)NC(=O)N[C@H](CO)CC2	-5.0	-12.0	10.1	.	0.7	-3.7	-45.7
O=C(C[C@H]1C=C[C@@H](NC(=O)C2CC2)[C@@H](CO)O1)Nc1nccs1	-3.9	33.9*	-3.7	12.9	-0.8	4.1	0.7
O=[N+]([O-])c1ccc(Nc2ccccc2)c2nonc12	3.3	8.4	-3.8	-3.2	6.2	7.9	-18.5
CCNc1cc(Nc2c(C)n(C)n(-c3ccccc3)c2=O)c([N+](=O)[O-])c2nonc12	6.9	-1.2	2.8	14.5	-1.6	2.2	-5.4
Cc1noc(C)c1NC(=O)N(C)C[C@H]1OCc2cn(nn2)CCCC(=O)N([C@H](C)CO)C[C@@H]1C	-2.4&4.8	-7.1	?	-0.6	-2.4&-0.3	-1.8&0.7	7.4&-16.2
CO[C@@H]1CN(C)C(=O)c2cc(NS(=O)(=O)CC(F)(F)F)ccc2OC[C@@H](C)N(C(=O)c2ccc3c(c2)OCO3)C[C@H]1C	-49.5	-3.5	-5.2	2.6	.	-3.8	-78.9
CCOc1ccc(S(=O)(=O)N2CCC(C(=O)NCc3cccnc3)CC2)cc1Cl	9.4	-7.1	9.4	-6.4	1.7	-4.0	-7.6
Cc1ccc(O)c(NC(=O)CSc2n[nH]c(-c3ccccc3)n2)c1	18.3	-1.4	0.9	-4.4	-5.4	-8.6	-72.5
CCNC(=O)[C@H]1[C@H](CO)[C@H]2Cn3c(ccc(-c4ccccc4)c3=O)[C@H]2N1C(=O)C1CC1	-0.3	-0.9	-1.1	12.7	-13.9	0.2	.

# (listing goes on)
canonical_smiles	EWS-Fli block	ARNT TACC3 PPI	DENV2 CPE	LGR2 inh	SIRT5 block	Casp6 inh	PAX8 inh HTS
O=C(c1ccoc1)N1CCCC(CO)(CCCc2ccccc2)C1 (configuration not stated)	-1.0	-6.0	-6.4	1.7	-0.7	-4.6	-141.5
Cc1ccccc1OCC(=O)NCCNC(=O)c1ccncc1	2.7	-4.5	7.6	-3.1	-2.0	-5.1	5.5
Oc1cc(-c2ccccc2)c2ccccc2c1	-2.5	5.0	0.8	.	-5.9	6.8	7.3
Cc1nc(N)nc(N(C)c2ccccc2)c1Br	5.0	-34.8	?	-19.3	.	-4.2	6.3
C/C=C/c1ccc([C@H]2[C@H](CO)N3CCCCN(S(=O)(=O)c4cccs4)C[C@@H]23)cc1	.	.	-11.4	-6.1	-0.2	-1.1	-32.4
O=C(CSc1nc(-c2ccco2)cc(C(F)(F)F)n1)NN1CCOCC1	-3.8	-6.2	-9.3	0.2	-2.2	-0.7	-0.4
COc1ccc(NC(=O)C[C@H]2C(=O)N(c3ccc(OC)cc3)C[C@@H]2CSC)cc1	-1.7	.	-1.1	0.7	-2.5	1.4	-9.5
O=C(C[C@@H]1CC[C@H]2[C@@H](COC[C@H](O)CN2Cc2cc(F)cc(F)c2)O1)Nc1nccs1	0.5	30.9	14.2	-6.1	8.6	-0.8	15.0
C[C@H](CO)N1C[C@H](C)[C@@H](CN(C)C(=O)Nc2ccc(F)cc2)Oc2c(NS(=O)(=O)c3ccc(F)cc3)cccc2C1=O	-2.2	-1.1	0.5	-3.2	-1.3	.	.
Brc1ccc(-c2noc(-c3ccccn3)n2)o1	12.6	0.3	-2.1	16.5	-4.3	6.4	-78.2
CCS(=O)(=O)c1ccc2oc(SCC(=O)N3CCCCC3)nc2c1	-10.2	-4.9	-0.4	-1.8	-0.3	-4.4	-8.8
O=C(COC(=O)c1cccc(Br)c1)NCC1CCCO1 (configuration not stated)	1.2	0.0	2.6	-1.5	-0.3	2.7	-9.6

# Next part
canonical_smiles	EWS-Fli block	ARNT TACC3 PPI	DENV2 CPE	LGR2 inh	SIRT5 block	Casp6 inh	PAX8 inh HTS
O=C(Nc1ccc([N+](=O)[O-])cn1)c1cc(-c2cccc(Cl)c2)nc2ccccc12	.	-3.8	.	-10.9	.	.	3.2
Cc1c(C)c2ccc(OCC(=O)Nc3cccnc3)cc2oc1=O	.	-1.8	-3.5	11.0	-6.2	-4.0	-5.5
CS(=O)(=O)N1CCCC(C(=O)Nc2ccccc2)C1 (configuration not stated)	3.6	1.8	0.8	4.5	3.1	-0.9	16.3
CCCN=C1N(C)C[C@@H]2[C@@H]3C(=O)N(C)C(=O)[C@@H]3[C@](CC)(C(=O)OC)N12	-11.1	-7.5	-10.5	-2.6	5.0	2.2	-5.1
COc1ccccc1/C=C/C(=O)OCC(=O)N1CCCCC1	-2.9	-5.9	8.7	-30.9	-4.7	-0.7	.
CCCC#Cc1cnc2c(c1)C(=O)N([C@@H](C)CO)C[C@H](C)[C@H](CN(C)S(C)(=O)=O)O2	-7.4	-4.3	5.9	27.1	9.4	-0.8	.
N=C(N)c1ccc(N=Nc2c(O)ccc3c2[nH]c2ccccc23)cc1	43.8	28.5	6.2	-5.2	.	31.4	26.3
CCn1cc(/C=C(\NC(=O)c2ccccc2)C(=O)N2CCOCC2)c2ccccc21	2.6	9.5	6.5	7.8	2.9	1.0	15.9
C[C@@H]1CN([C@H](C)CO)C(=O)c2cc(-c3ccc(C#N)cc3)cnc2O[C@@H]1CN(C)C(=O)CN(C)C	-4.0	-1.1	2.7	-13.9	-1.4	0.0	.
O=c1ncn(C2CCCCC2)c(=O)[nH]1	-6.4	15.0	-3.5	-5.8	-0.4	-2.4	0.4
CCc1noc(C)c1C(=O)Nc1nc2ccc(S(C)(=O)=O)cc2s1	-16.6	2.2	-4.2	-2.2	2.2	0.2	-24.0
CC(C)CNC(=O)C(=O)Nc1ccc2c(c1)N(S(=O)(=O)c1cccs1)CCC2	-23.1	-2.8	2.1	-3.7	0.2	-0.3	-11.3

# Next compounds
canonical_smiles	EWS-Fli block	ARNT TACC3 PPI	DENV2 CPE	LGR2 inh	SIRT5 block	Casp6 inh	PAX8 inh HTS
CC(=O)Nc1ccc(N/C=C/C(=O)c2ccc(C)cc2)cc1	-38.4	.	4.0	-15.1	-1.0	-4.7	-47.5
COc1cc(/C=C2\SC(=O)NC2=O)ccc1Oc1ccc([N+](=O)[O-])cc1[N+](=O)[O-]	15.5	7.6	.	9.8	5.3	38.8*	-2.3
CC(=O)Nc1ccccc1-c1nc2ccc(C(=O)N3CCN(c4cc(C)ccc4C)CC3)cc2[nH]c1=O	3.3	3.8	-8.0	-1.2	0.9	-0.2	1.4
CC1=CC(C2CC(=O)N(c3ccc(C)cc3)C2=O)CC2C(=O)N(c3ccc(C)cc3)C(=O)C12 (configuration not stated)	2.4	-3.4	-1.3	12.1	-4.5	1.6	-19.5
S=c1[nH]nc2sc3ccccc3n12	8.4	0.9	-8.1	-6.6	-0.8	0.2	14.9
COc1ccc(NC(=O)N2CCN(c3ccc([N+](=O)[O-])cc3)CC2)cc1OC	7.0	-1.1	.	-7.2	-2.1	.	-14.7
CCOc1ccccc1N(C(=O)c1snc(C(N)=O)c1N)C(CC)C(=O)NC1CCCC1 (configuration not stated)	10.4	3.2	?	13.4	0.3	-0.4	19.3
O=C(CN(C(=O)CCC(=O)Nc1nccs1)c1ccccc1F)NCc1ccccc1	7.3	.	?	-1.0	0.0	-1.2	3.0
c1ccc(Oc2ccccc2-c2cc(NCCc3cccnc3)n3nccc3n2)cc1	0.5	.	8.4	3.0	.	-1.6	-13.7
C[C@@H]1CN([C@H](C)CO)C(=O)c2cc(C#C[C@@H](C)O)cnc2O[C@H]1CN(C)C(=O)c1ccncc1	-8.4	-6.4	8.5	5.4	6.1	1.6	.
CC1(C)NC(=O)N(CCCC(=O)Nc2ccc(C(F)(F)F)cc2)C1=O	-1.0	-4.9	5.3	-8.9	6.0	-1.2	6.8
Cc1ccc(NC(=S)NC(C)(C)C)c([N+](=O)[O-])c1	-6.7	2.5	-5.3	-13.6	-3.1	0.6	-9.9

# Continued.
canonical_smiles	EWS-Fli block	ARNT TACC3 PPI	DENV2 CPE	LGR2 inh	SIRT5 block	Casp6 inh	PAX8 inh HTS
O=C(Cc1cccs1)N1CCN(c2cccc(Cl)c2)CC1	-8.9	-1.4	1.6	22.6	5.5	6.0	1.0
O=c1cc(CSc2ccccc2)[nH]c2ccccc12	1.0	-5.3	-3.6	5.6	-4.9	2.9	7.7
O=C(CNC(=O)c1cccs1)NCC(=O)OCc1ccccc1Cl	8.9	-6.3	2.9	19.1	-1.1	0.4	.
O=C(Cn1ccc([N+](=O)[O-])n1)c1ccccc1	-11.1	-1.4	-3.1	11.8	-2.0	-1.1	8.7
CS(=O)(=O)N1CCc2cc(C(=O)NC3CC3)ccc21	-13.3	-5.5	2.1	1.9	6.9	1.0	0.3
Cc1cccc(-c2ccc([C@H]3[C@@H](CO)N4CCCCN(S(=O)(=O)c5cn(C)cn5)C[C@@H]34)cc2)c1	.	1.1	-7.1	-8.3	-3.0	2.2	-25.7
Cc1n[nH]c2c([N+](=O)[O-])c(=O)[nH]c(=O)n12	1.2	-6.4	-3.4	.	.	-0.3	-4.4
CN(NC(=O)NN(C)C(=O)c1ccccc1)C(=O)c1ccccc1	-19.4	16.3	-4.3	-5.9	-1.5	-1.8	3.3
COc1cc2sc(-c3ccc(S(C)(=O)=O)cc3)c(-c3ccc4c(c3)OCO4)c2cc1OC	19.7	0.4	8.4	-8.0	.	-1.5	14.5
COc1cc(OC)c(OC)cc1C#N	1.6	10.5	?	14.9	.	0.5	.
CCCN(C)C[C@H]1OCCCC[C@H](C)Oc2ccc(N(C)C)cc2C(=O)N([C@H](C)CO)C[C@H]1C	-6.0	-2.3	8.5	8.1	5.0	0.3	23.1
CC1(C)C/C(=C(/C#N)C(N)=O)CCO1	.	-2.9	.	-12.1	-14.5	2.3	.

# Additional structures follow.
canonical_smiles	EWS-Fli block	ARNT TACC3 PPI	DENV2 CPE	LGR2 inh	SIRT5 block	Casp6 inh	PAX8 inh HTS
CCOC(=O)N1CCN(C(=O)c2cn(C)c3ccc(S(=O)(=O)N4CCOCC4)cc3c2=O)CC1	0.2	-3.0	4.1	-16.9	-2.1	1.8	9.1
COc1ccc(CN(C)C[C@@H]2Oc3ccc(NC(=O)Cn4cnnn4)cc3CC(=O)N([C@@H](C)CO)C[C@@H]2C)cc1	-1.0	-2.4	2.5	-1.3	-2.1	-3.9	13.9
Cc1cc(C)c(S(=O)(=O)NCC2CCC(C(=O)NCc3ccccn3)CC2)c(C)c1 (configuration not stated)	2.8	-14.3	-2.2	-6.1	-5.2	-3.2	9.9
CCOC(=O)C1(CCCc2ccccc2)CCN(S(C)(=O)=O)CC1	-0.5	-16.1	4.0	19.5	-3.0	0.6	6.9
COc1cc(C=O)ccc1OCCCOc1ccc([N+](=O)[O-])cc1	10.8	0.5	-3.1	8.1	-4.4	3.5	0.1
COc1ccc(NC(=O)N(C)C[C@H]2Oc3ccc(NS(=O)(=O)c4ccc(OC)cc4)cc3C(=O)N([C@@H](C)CO)C[C@H]2C)cc1	3.3	8.7	-7.7	-4.8	-2.7	-1.1	-6.6
